Compound activity (PubChem BioAssay)
PGC1a acetyl inh – PGC1a acetylation modulation, inhibitor mode. U2OS PGC1a acetylation, AlphaScreen anti-acetyl-lysine; with virally co-expressed GCN5 acetyltransferase. inhibition, % at 15.6 µM. 350,000 compounds, 0.17% hits;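 active means every replicate shows inhibition of at least 40%; inconclusive means mean inhibition at least 40% but some replicate below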;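 further: 0% = neutral control wells and 100% = positive control wells; some results beyond the cut were filed as inactive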
LGR2 antag – Drosophila LGR2 receptor signaling inhibition; 380,000 compounds, 0.35% hits; inhibition, % at 9.99 µM; HEK293 LGR2, CRE-luciferase, bursicon-stimulated, 4 h;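 active means drop in luminescence signal, shown as inhibition above about 50% in the replicate tests, limit read from the data, passing the limit was not always enough; inconclusive means probably only some replicates passing the limit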;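 further: agonist challenge used bursicon conditioned medium at about half maximal strength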
Cneo AK release – causes C. neoformans cell lysis. adenylate kinase release luminescence, 4 h; normalised: neutral wells 0, clomiphene wells 100. lysis activity, % at 15 µM. 360,000 compounds, 0.2% hits;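 active means mean lysis activity across replicates of at least 80%, whatever share of replicates individually reach that level; inactive means mean lysis activity below 80%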
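read-out = cell lysis signal | test system = log-phase Cryptococcus neoformans yeast cells | input = cells at 5 × 10^6 per mL | medium = fresh YPD growth medium | signal = luminescent adenylate kinase detection reagent | timing = 4 h at 37 °C static, read 1 h later | dosing = single dose | controls = Clomiphene as positive lysis control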
An asterisk follows results filed as active; ? = inconclusive. Some of the compounds tested; count on the stated rates, not on these rows.

SMILES	PGC1a acetyl inh	LGR2 antag	Cneo AK release
COc1cccc(CN2C(=O)CN(C3CCCCC3)C(=O)C2c2ccc(F)cc2)c1 (centres undefined)	2	7	-3
CCCOc1cccc(NC(=O)OC2CCN(C)CC2)c1	-5	4	3
O=C1CN(c2nc(-c3ccccc3)c3cc(Cl)ccc3n2)c2ccccc2N1	-8	-6	-1
COc1cccc(NC(=O)C2CCCN2C(=O)OCc2ccccc2)c1 (centres undefined)	-6	-15	-1
CCOc1ccc(NC(=S)NN2C(C)CCCC2C)cc1 (centres undefined)	2	3	7
COc1cc(C(=O)N2c3ccccc3CC2C)cc(OC)c1OC (centres undefined)	-4	-2	-1
CCOc1ccc(C2CC(=O)NC3=C2C(=O)CCC3)cc1 (centres undefined)	-7	11	-1
OCCCCCNc1ncnc2ccccc12	9	3	4
N/C(=N\OC(=O)c1ccccc1[N+](=O)[O-])c1cccnc1	7	-15	-1
C=CCNc1nc(-c2cc3ccccc3o2)cs1	1	?	3
CCOC(=O)c1ccc2[nH]c(C)c(CN3CCN(C)CC3)c(=O)c2c1	59*	-1	-1
COc1ccc(C(=O)c2ccc(OC)c3cccc(O)c23)cc1OC	6	11	-3
Cc1ccc(SCC(=O)c2sc(-c3ccccc3)nc2C)cc1	9	4	3
CCC1c2ccc(C)n2CCN1C(=O)Nc1ccc(F)cc1 (centres undefined)	-3	-25	-12
c1ccc(CCSc2nccn2-c2ccccc2)cc1	-6	-91	-2
COc1cc(C2=NOC(C(=O)NCc3ccco3)C2)cc(OC)c1OC (centres undefined)	-37	28	-5
O=C(CN1CCN(CC(=O)Nc2ccccc2C(F)(F)F)CC1)Nc1ccccc1F	6	37	0
COc1ccc(S(=O)(=O)N2CCC(C(=O)NC3CC3)CC2)cc1Cl	-10	6	-1
CC(C)(C)c1ccc(S(=O)(=O)Nc2ccc(Cc3ccncc3)cc2)cc1	-2	-5	1
O=c1c2sc3nc(N4CCOCC4)c4c(c3c2ncn1CCc1ccccc1)CCCC4	-6	-5	0
Cc1ccc(/C=C/C(=O)O)cc1S(=O)(=O)NCCO	-11	2	0
O=C/C(=C\Nc1ccc(Cl)cn1)c1nc2ccccc2o1	12	-10	5
CN(CCC#N)C(=O)CSc1nc2scc(-c3ccccc3)c2c(=O)[nH]1	-1	7	0
c1ccc(C2=NNC(=NCc3ccc4c(c3)OCO4)SC2)cc1	6	4	2
Cc1ccc2nc(NC(=O)COC(=O)c3ccc(Br)o3)sc2c1	-9	-1	3
Cc1ccc(C(=O)c2ccccc2C(=O)OCC(=O)Nc2cccc([N+](=O)[O-])c2)cc1	-13	3	-2
CCC(C)(NC(=O)c1ccccc1)C(=O)O (centres undefined)	-2	7	2
O=C(O)CCN1/C(=C/C=Nc2ccccc2)Oc2ccccc21	5	14	2
O=C(CSc1ccc(-c2ccco2)nn1)c1ccc(F)cc1	1	-5	0
Cc1ccc2cc3cc(C(=O)NCCC(C)C)oc3nc2c1	-3	-8	0
CS(=O)(=O)N1CCN(C(=O)C(Sc2ccccc2)c2ccccc2)CC1 (centres undefined)	-16	11	1
O=C(Nc1ccc(NC(=S)NC(=O)C(c2ccccc2)c2ccccc2)cc1)c1ccccc1	-38	5	1
CCOC(=O)CSCC(NC(=O)OC(C)(C)C)C(=O)OCC (centres undefined)	1	-6	1
Cc1csc(SCC(=O)Nc2nc3ccccc3s2)n1	-11	-57	0
COc1cccc(C(=O)Oc2cc(N)n(S(=O)(=O)c3ccc(C)cc3)n2)c1OC	5	-6	-1
CC(Sc1nnc(C(C)N(C)C)n1-c1ccc(Cl)cc1)C(=O)Nc1ccc2c(c1)OCO2 (centres undefined)	-3	15	2
CCOC(=O)c1ccc(NS(=O)(=O)c2cccc3nsnc23)cc1	2	4	-3
C=CCOC(=O)C1=C(C)NC(SC)=C(C#N)C1c1cccs1 (centres undefined)	-22	-8	-1
O=C(C1CCC1)N1CCc2cc(S(=O)(=O)NCc3cccnc3)ccc21	1	-10	6
CCN1CCc2c(sc(N)c2C(N)=O)C1	-5	-11	1
CC1(C)CN(c2ccccc2)N(C(=O)c2ccc(C#N)cc2)C1=O	3	3	5
COc1ccc(-n2ncc3c(NCC(C)C)ncnc32)cc1	3	0	-12
Cc1ccc(C(=O)NNS(=O)(=O)c2ccccc2[N+](=O)[O-])cc1	1	-15	-2
CCC(=O)c1ccc(N2CCN(C(=O)Cc3ccccc3)CC2)c(F)c1	-3	4	3
COc1cc(NC(=O)c2ccc(C)cc2)c(OC)cc1NC(=O)CN1CCCCC1	-7	3	0
O=C(Nc1ccccc1OC(F)F)c1ccc(Br)o1	9	17	0
O=C(N/N=C/c1coc2ccccc2c1=O)c1ccccc1Br	0	9	0
COc1cc([C@@H]2[C@H]3CNCC=C3C(C#N)=C(N)C2(C#N)C#N)ccc1OC(C)C	-13	-21	-5
O=C(NNC(=O)c1ccc([N+](=O)[O-])cc1)c1ccncc1	-5	41	-4
O=C(NNc1c(Cl)cc(Cl)cc1Cl)c1cccc([N+](=O)[O-])c1	-7	17	-8

(more compounds)
SMILES	PGC1a acetyl inh	LGR2 antag	Cneo AK release
O=C(C1CCCCN1S(=O)(=O)c1ccccc1)N1CCN(Cc2ccccc2)CC1 (centres undefined)	-3	10	1
Cc1cccc(NC(=S)N(CCCN2CCOCC2)Cc2cn(C)c3ccccc23)c1	10	5	6
O=C(CSc1ccc(-c2ccco2)nn1)NCc1ccccc1Cl	-5	26	5
COc1ccccc1CN(C)C(=O)C1(c2ccc(Cl)cc2)CC1	-4	20	-3
COc1ccc(C2CC2/C(=N/OC(=O)c2cccs2)c2ccccc2)cc1 (centres undefined)	2	-51	6
Cc1ccc2c(ccc[n+]2CC(=O)c2ccccc2)c1	-11	-6	1
CCOC(=O)c1c(NC(=O)CSc2nc3c(c(=O)n(C)c(=O)n3C)n2CC)sc(C)c1C	6	-28	-2
Cc1[nH]c2ccccc2c1C(=O)CN1C(=O)NC2(CC(C)CC(C)(C)C2)C1=O (centres undefined)	2	-2	2
COc1cccc(NC2C=CS(=O)(=O)C2)c1 (centres undefined)	-34	-12	0
C[N+](C)(C)CCNC(=O)c1c(O)c2c([nH]c1=O)CCCC2	0	11	-2
COc1cccc(-c2nnn(CC(C)=O)n2)c1	-6	-7	-2
CCn1c(SCC(=O)N2CCOCC2)nc2c(c1=O)SC(C)C2 (centres undefined)	1	-1	0
CN(C)CCn1c(C(=O)O)cc2ccccc21	4	10	1
O=C(COc1ccccc1F)N1CCN(S(=O)(=O)/C=C/c2ccccc2)CC1	1	-9	-2
Cc1nc(C)c(CCNC(=O)c2ccccc2Br)s1	-1	18	1
O=C(CSc1ncc(-c2ccc(F)cc2)n1Cc1ccco1)Nc1ccc2c(c1)OCO2	-13	-37	-2
CCOC(=O)c1nn(-c2ccccc2)c2nc(Nc3ccccc3)cc(=O)n12	10	-2	2
O=C(Nc1ncc(Cl)cn1)c1cccs1	2	-22	0
Cc1ccc(NC2c3ncccc3C(=O)N2c2ccccc2C)cc1C (centres undefined)	-1	-26	-2
CC(C)(C)CC(=O)NC(=S)N1CCCCCC1	20	-8	1
Cc1nn(-c2ccc(Cl)cc2)c2sc(C(=O)N3CCN(c4ccccn4)CC3)cc12	-4	1	-6
CC(NC(=O)C1CCN(S(=O)(=O)c2cnc[nH]2)CC1)c1ccccc1 (centres undefined)	-2	-17	2
Cc1nc2c(C(=O)N3CCCCC3)cnn2c(C)c1Cc1ccccc1F	-3	-59	-2
Cc1nnc(SCC(=O)n2c3c(c4ccccc42)CCCC3)s1	16	5	3
COC(=O)C1CC(=O)N(CCc2c[nH]c3ccccc23)C1 (centres undefined)	-7	35	0
Clc1ccc(OCCn2ccnc2)c(Br)c1	-12	8	3
N#CC1(c2ccc(NC(=O)c3ccccc3F)cc2)CCCC1	2	-19	-24
COc1ccc(C2C(C#N)=C(/N=C/N3CCOCC3)OC3=C2C(=O)CC(C)(C)C3)cc1OC (centres undefined)	16	11	-15
Cc1[nH]c2ccccc2c1/C=N/Nc1ccc([N+](=O)[O-])cc1S(=O)(=O)Nc1ccc(Cl)cc1	-1	28	-8
CCCNC(=O)CN(c1cccc(F)c1)S(C)(=O)=O	1	-12	4
N/C(=N\OC(=O)C1CCCCC1)c1ccccn1	-8	4	-2
O=C(c1ccco1)N1CCN(C(=O)c2ccc(COc3ccc4c(c3)CCC4)o2)CC1	-5	-31	-2
Cc1ccc(SCC(=O)Nc2ccc(-c3nnc(-c4ccco4)o3)cc2)cc1	0	3	7
O=C(NCc1ccco1)c1scc2c1OCCO2	?	-23	3
CCOC(=O)/C(C#N)=C\C1=C(N2CCCC2)CC(C)(C)OC1	6	-4	-2
Cc1ccc(S(=O)(=O)N2CCCCC2)cc1NC(=O)CSc1ncnc2ccccc12	-8	17	-4
C=CCn1c(SC)nnc1-c1cccc([N+](=O)[O-])c1	3	10	2
CCOC(=O)C1CCN(S(=O)(=O)c2cc(Cl)c(C)cc2OC)CC1	-9	7	-2
CC(C)(C)C1C=C(Sc2ccccc2)C(=O)O1 (centres undefined)	-7	14	-1
CN(C)CCCN(C(=O)c1ccc2c(c1)CCCC2)c1nc2ccc(F)cc2s1	-4	-22	17
O=C(O)c1cccnc1Oc1ccccc1	-3	4	0
O=C(NCc1ccccn1)C1CCCN(S(=O)(=O)c2ccc(Br)cc2)C1 (centres undefined)	-2	-5	-1
Cc1oc(CSCC2CCCO2)cc1C(=O)O (centres undefined)	-5	30	0
O=C1CC(C(=O)Nc2ccccc2)S/C(=N\N=C\c2ccco2)N1 (centres undefined)	-5	-5	-1
CCn1cc(C(=O)Nc2ccc(C)c([N+](=O)[O-])c2)cn1	6	-11	-1
CCOC(=O)C1=C(N)OC2=C(C(=O)CCC2)C1c1cccnc1 (centres undefined)	1	-11	0
CCOC(=O)c1sc2ncn(/N=C/c3cccnc3)c(=O)c2c1C	12	10	1
O=c1[nH]c(N2CCc3ccccc32)nc2c1CCCC2	5	-2	0
c1ccc(-c2nc(NCc3ccco3)c3ccccc3n2)nc1	8	17	6
Cc1cc(C)[n+](-c2ccc(C(C)C)cc2)c2[nH]c(=O)[nH]c(=O)c12	2	27	-2

Quoted from the listing (18 entries):
SMILES	PGC1a acetyl inh	LGR2 antag	Cneo AK release
Cc1ccc(SCC(=O)Nc2ccc(-c3nnc(-c4ccco4)o3)cc2)cc1	0	3	7
O=C(NCc1ccco1)c1scc2c1OCCO2	?	-23	3
CCOC(=O)/C(C#N)=C\C1=C(N2CCCC2)CC(C)(C)OC1	6	-4	-2
Cc1ccc(S(=O)(=O)N2CCCCC2)cc1NC(=O)CSc1ncnc2ccccc12	-8	17	-4
C=CCn1c(SC)nnc1-c1cccc([N+](=O)[O-])c1	3	10	2
CCOC(=O)C1CCN(S(=O)(=O)c2cc(Cl)c(C)cc2OC)CC1	-9	7	-2
CC(C)(C)C1C=C(Sc2ccccc2)C(=O)O1 (centres undefined)	-7	14	-1
CN(C)CCCN(C(=O)c1ccc2c(c1)CCCC2)c1nc2ccc(F)cc2s1	-4	-22	17
O=C(O)c1cccnc1Oc1ccccc1	-3	4	0
O=C(NCc1ccccn1)C1CCCN(S(=O)(=O)c2ccc(Br)cc2)C1 (centres undefined)	-2	-5	-1
Cc1oc(CSCC2CCCO2)cc1C(=O)O (centres undefined)	-5	30	0
O=C1CC(C(=O)Nc2ccccc2)S/C(=N\N=C\c2ccco2)N1 (centres undefined)	-5	-5	-1
CCn1cc(C(=O)Nc2ccc(C)c([N+](=O)[O-])c2)cn1	6	-11	-1
CCOC(=O)C1=C(N)OC2=C(C(=O)CCC2)C1c1cccnc1 (centres undefined)	1	-11	0
CCOC(=O)c1sc2ncn(/N=C/c3cccnc3)c(=O)c2c1C	12	10	1
O=c1[nH]c(N2CCc3ccccc32)nc2c1CCCC2	5	-2	0
c1ccc(-c2nc(NCc3ccco3)c3ccccc3n2)nc1	8	17	6
Cc1cc(C)[n+](-c2ccc(C(C)C)cc2)c2[nH]c(=O)[nH]c(=O)c12	2	27	-2

New compounds follow:
SMILES	PGC1a acetyl inh	LGR2 antag	Cneo AK release
CN(C(=O)CSc1nnc(N)s1)c1c(N)n(Cc2ccccc2)c(=O)[nH]c1=O	2	3	3
Cc1cccc(C)c1NC(=O)CCCN1CC(C)OC(C)C1 (centres undefined)	-6	21	-1
CSCCC(NS(=O)(=O)c1cccs1)C(=O)NCc1cccs1 (centres undefined)	-8	-11	-3
CN(C)CCOC(=O)c1cccc(Br)c1	-1	6	-2
OC(CNCCc1ccc(Cl)cc1)COCc1ccco1 (centres undefined)	1	6	0
COC(=O)N/N=C/c1ccc(OCCSc2ccc(Cl)cc2)c(OC)c1	6	16	-4
CCN(CC)/C(=N/O)NC(=O)NS(=O)(=O)c1ccc(C)cc1	-1	-7	2
Clc1ccc(CSc2nnc(/C=C/c3ccccc3)o2)c(Cl)c1	7	1	1
Cc1ccc(OCCNS(=O)(=O)c2ccc(N3CCCC3=O)cc2)cc1	12	-13	-2
CCOc1ccc(/C=C2/SC(=O)NC2=S)cc1	1	-49	1
C=CCn1c(C)cc(C(=O)CSc2ccc(NC(C)=O)cc2)c1C	8	-77	-1
COc1ccc(CCNC(=O)COC(=O)Cc2cccc3ccccc23)cc1	-7	8	0
CCN1c2cccc3cccc(c23)S1(=O)=O	17	20	7
Cc1cccc(/C(N)=N/OC(=O)CCCN2C(=O)c3ccccc3C2=O)c1	7	24	2
